Screening results as filed in PubChem.
INS-1E GSIS act – GLuc luminescence reporter in INS-1E cells, primary screen for activators of glucose-dependent secretion of insulin; INS-1E GLuc reporter insulin secretion, 2-3 h; activation, % at 16.6 µM; 370,000 compounds, 0.61% hits; AID 743287;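 active = lowest replicate activation of at least 40%, so every replicate reaches that level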;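 also: 0% = median of neutral control wells and 100% = median of IBMX positive control wells; some compounds called inactive have numbers as strong as hits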
RAD54 branch – blocks human RAD54 Holliday junction branch migration. 360,000 compounds, 0.14% hits. FAM/BHQ fluorescence. inhibition, % at 10.4 µM. Q92698;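 active = mean normalized replicate activity at least 40 and at least half of replicates scoring 40 or more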;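 also: 0% = median of neutral control wells and 100% = median of positive control wells; inhibitors cause a drop in the FAM fluorescence signal; in these data hits start at about 50%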
RAD52 anneal inh – inhibitors of human RAD52 DNA annealing; P43351; recombinant RAD52 DNA annealing, FRET fluorescence; inhibition, % at 18.7 µM; 360,000 compounds, 0.46% hits; AID 651710;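 active = every replicate showing at least 50% inhibition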
Target sequence (P43351 whole entry, looked up): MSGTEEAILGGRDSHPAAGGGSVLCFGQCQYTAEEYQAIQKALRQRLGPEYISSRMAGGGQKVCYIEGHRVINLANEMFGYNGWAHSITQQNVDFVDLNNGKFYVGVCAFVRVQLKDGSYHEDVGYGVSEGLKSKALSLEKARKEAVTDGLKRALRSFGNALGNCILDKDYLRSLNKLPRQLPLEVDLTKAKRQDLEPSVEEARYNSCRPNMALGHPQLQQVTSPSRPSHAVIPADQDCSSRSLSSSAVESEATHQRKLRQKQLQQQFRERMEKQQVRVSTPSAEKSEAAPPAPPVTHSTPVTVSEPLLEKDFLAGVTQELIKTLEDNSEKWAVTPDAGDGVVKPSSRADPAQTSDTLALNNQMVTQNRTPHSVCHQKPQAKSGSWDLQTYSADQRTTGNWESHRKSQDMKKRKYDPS
XiGFP reactiv – activators of X-chromosome reactivation in mouse fibroblasts | activation, % at 7.58 µM | AID 743238 | XiGFP mouse fibroblasts, % GFP-positive cells imaging, 3 d; cells co-treated with 5-aza-dC sensitizer; scaled so ellipticine positive control = 100% | 360,000 compounds, 0.055% hits;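 active = mean normalized replicate activation at least 10% and every replicate at or above 10%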;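 also: 0% = median of on-plate neutral control wells and 100% = ellipticine 6 µM median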
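Material: SV40-immortalized XiGFP fibroblast cells, line 68-5-11 | Buffer or medium: DMEM containing 5-aza-dC | Dosing: One concentration, pinned | Times: 3 d treatment, 15 min room-temperature fixation | Controls: Ellipticine 6 µM positive control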
ARNT-TACC3 inh – disruptors of human ARNT/TACC3 interaction; AlphaScreen His-ARNT PAS-B/GST-TACC3 binding, luminescence; TACC3 fragment carries E629A point mutation; inhibition, % at 9.99 µM; 390,000 compounds, 0.66% hits;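 active = mean inhibition of replicates at least 50% and at least half of replicates each reaching 50%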;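 also: 0% = complete ARNT plus TACC3 wells and 100% = ARNT alone without TACC3; many hits fall short of the cut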
esBAF inh – blocks esBAF chromatin remodeling in mouse ES cells | Bmi1-luciferase knock-in reporter, 24 h; 100% = twice the neutral-well signal | AID 602393 | reporter increase, % at 12.5 µM | 350,000 compounds, 2% hits; in the data active = activation above about 40%;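 also: 0% = median of the plate's neutral control wells and 100% = double that signal; a rise in the Bmi1 reporter signal indicates esBAF inhibition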
F508del corr – CFTR F508del correction in bronchial cells. CFBE cells, YFP halide quenching; stimulated with forskolin plus potentiator P3; % fluorescence drop versus neutral controls. 350,000 compounds, 0.36% hits. activity (quench increase), % at 7.58 µM;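 active = mean added fluorescence quench of at least 8% versus neutral control, with both replicates also reaching 8%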;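 also: cells transiently co-express mutant CFTR-F508del with the halide-sensitive YFP; corrector assay measuring rescue of mutant channel to the surface after 24 h compound exposure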
ERAP1 HTS inh – blocks human ERAP1 aminopeptidase activity | 340,000 compounds, 0.15% hits | recombinant ERAP1, Leu-AMC fluorescence, 60 min | inhibition, % at 10.7 µM | AID 652197;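 active = mean replicate inhibition of at least 30%, or all replicates individually reaching that 30% level; inactive = mean below 30% and not every replicate reaching it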;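 also: 0% = neutral control wells and 100% = L-leucinethiol positive control wells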
Starred values were filed as active, the others as inactive; i = inactive; · = not tested or not shown.

SMILES	INS-1E GSIS act	RAD54 branch	RAD52 anneal inh	XiGFP reactiv	ARNT-TACC3 inh	esBAF inh	F508del corr	ERAP1 HTS inh
Cc1nc2ccccc2c(=O)n1NC(=O)C1CC1	9	-17	-5	-0.1	-4	-2	-2.0	-3
COc1ccc(OC)c(NC(=O)c2nnn(Cc3ccc(Br)cc3F)c2N)c1	-8	3	4	0.0	13	-19	2.4	·
COc1ccc(CCC(=O)NC2CCCCC2)cc1	6	-4	-5	-0.1	-6	·	1.6	0
C[C@H]1CN([C@@H](C)CO)C(=O)Cc2cc(NC(=O)C3CC3)ccc2O[C@@H]1CN(C)C(=O)Nc1ccccc1	6	2	7	-0.1	-2	-2	-1.4	1
O=C(COC(=O)C1CCCC1)Nc1cccc(Cl)c1Cl	·	2	-9	0.2	-10	-10	0.3	2
Cc1ccccc1S(=O)(=O)N1C[C@@H](O)COC[C@H]2O[C@H](CC(=O)N3CCOCC3)CC[C@@H]21	10	4	0	0.0	3	4	-0.8	-1
O=C(Cn1cnc2ccccc2c1=O)c1ccc(Br)cc1	5	5	-4	0.0	-2	34	-1.1	2
O=C(COc1ccc(Br)cc1)N1CCN(S(=O)(=O)/C=C/c2ccccc2)CC1	-25	·	-8	0.0	-17	·	-2.5	-2
COc1cc(CNC(C)c2ccccc2)cc(Br)c1OCc1ccccc1 (configuration not stated)	-14	0	-3	0.0	-6	-11	3.7	-1
O=C(N[C@H]1CC[C@@H](CCNC(=O)C2CCCC2)O[C@@H]1CO)c1ccncc1	5	8	-1	0.0	-11	-2	-0.2	0

Taken from above:
In XiGFP reactiv, COc1ccc(OC)c(NC(=O)c2nnn(Cc3ccc(Br)cc3F)c2N)c1 reads 0.0
In F508del corr, O=C(COc1ccc(Br)cc1)N1CCN(S(=O)(=O)/C=C/c2ccccc2)CC1 reads -2.5
In F508del corr, O=C(COC(=O)C1CCCC1)Nc1cccc(Cl)c1Cl reads 0.3

Three of the entries above in order of the F508del corr value, rising.
smiles | F508del corr
C[C@H]1CN([C@@H](C)CO)C(=O)Cc2cc(NC(=O)C3CC3)ccc2O[C@@H]1CN(C)C(=O)Nc1ccccc1 | -1.4
O=C(Cn1cnc2ccccc2c1=O)c1ccc(Br)cc1 | -1.1
O=C(N[C@H]1CC[C@@H](CCNC(=O)C2CCCC2)O[C@@H]1CO)c1ccncc1 | -0.2

Carrying on:
SMILES	INS-1E GSIS act	RAD54 branch	RAD52 anneal inh	XiGFP reactiv	ARNT-TACC3 inh	esBAF inh	F508del corr	ERAP1 HTS inh
CCOC(=O)c1cc2c(c(-c3cccc(C#CCN(C)C)c3)n1)[C@@H](CCO)N(S(=O)C(C)(C)C)C2 (some centres not stated)	0	2	-23	0.0	0	3	-2.5	-3
COC(=O)C1=C[C@@H](C(=O)OC)[C@@H]2C3=C(C(=O)[C@@]2(C)NC(=O)c2ccccc2)[C@H](C)C(C(=O)OC)=C(C(=O)OC)[C@@H]3C1	1	2	-7	-0.2	·	12	-2.8	-2
CCCOC(=O)c1ccc(NC(=O)CC(C)(C)C)cc1	-12	·	-1	0.1	·	·	-1.5	-5
Cc1cccc(NC(=O)CN2C(=O)N/C(=C/c3cc(C)n(C)c3C)C2=O)c1	-5	·	-10	0.1	-3	·	0.8	1
CCNC(=O)C[C@H]1CC[C@H]2[C@@H](COC[C@@H](O)CN2Cc2ccncc2)O1	7	3	-9	0.0	-10	-5	1.1	1
COc1cccc(NC(=O)Nc2cc(C)ccc2F)c1	3	-1	-8	·	2	61*	·	5
Cc1cc(C)cc(NC(=O)NN2C(C)CCCC2C)c1 (configuration not stated)	-22	·	-3	-0.6	-5	·	0.3	4
C[C@H]1CN([C@@H](C)CO)C(=O)Cc2cc(NC(=O)NC3CCCCC3)ccc2O[C@H]1CN(C)Cc1ccc(Oc2ccccc2)cc1	2	-1	-24	-0.6	1	-9	-2.4	4
O=C(Cc1ccncc1)Nc1ccc2c(c1)[C@H]1C[C@@H](CC(=O)NC3CCCC3)O[C@@H](CO)[C@H]1O2	7	-5	-16	1.7	-2	-1	-2.9	-1
CC(C)NC(=O)Nc1ccc2c(c1)C(=O)N([C@H](C)CO)C[C@H](C)[C@H](CN(C)C(=O)Nc1ccc(C(F)(F)F)cc1)OCCCC[C@H](C)O2	-10	5	-1	-0.1	-1	-1	1.4	-3
Fc1cccc(Cc2c(C3CCCCC3)nc3ccc(Br)cn23)c1	3	-8	-29	0.1	·	-2	-4.0	1
O=C(c1sc2cccc(Cl)c2c1Cl)N1CCN(CCc2ccccn2)CC1	9	-5	-16	0.0	-4	2	-3.4	-5
COc1ccc(CN(C)C[C@H]2OCCCC[C@H](C)Oc3ccc(NC(=O)CCCN(C)C)cc3C(=O)N([C@H](C)CO)C[C@H]2C)cc1	-3	-1	-2	0.4	-1	3	1.5	2
COc1cccc(/C=C2/C(=O)NN(c3ccc(F)cc3)C2=O)c1	-1	-3	-19	-0.1	2	3	3.7	3
Cc1noc(C)c1NC(=O)Nc1ccc2c(c1)C(=O)N([C@H](C)CO)C[C@@H](C)[C@H](CN(C)S(=O)(=O)c1cccs1)OCCCC[C@@H](C)O2	-4	-1	-21	0.1	-5	3	-1.0	-1
COc1ccc(-c2ccc([C@@H]3[C@@H](CO)N4CCCCN(C(=O)NC(C)C)C[C@H]34)cc2)cc1	11	11	0	0.1	-2	-1	-2.7	1
COCCNC(=S)N1CCN(Cc2ccc3c(c2)OCO3)CC1	-9	0	-11	0.0	-2	-5	1.2	0
COc1cc(OC)c(-c2c3cc(O)c(=O)cc-3oc3cc(O)c(O)cc23)cc1OC	-22	·	i	0.0	·	·	21*	3
COC(OC)c1ccc(C#N)c(SCc2ccccc2)n1	13	-14	-12	0.0	-1	·	0.4	-2
O=C(c1ccc(-c2nc3ccccc3s2)s1)N1CCOCC1	-3	·	-14	0.1	·	·	0.2	-4
CCC/C=C1/CCCOC(C(=O)NCc2ccc(C)o2)(C(F)(F)F)C1 (configuration not stated)	-33	-5	-2	0.1	-23	0	2.3	4
CN(Cc1ccccc1)C1CCN(Cc2ccccc2[N+](=O)[O-])CC1	16	-7	-11	0.1	13	-3	1.4	-4
COC(=O)C1=C(C)N(Cc2ccc(C(F)(F)F)cc2)C(=NCc2ccc(C(F)(F)F)cc2)NC1c1cccc(F)c1 (configuration not stated)	-1	·	2	0.7	·	·	3.0	-2
Cc1noc(C)c1S(=O)(=O)N1CCCC(C(=O)N2CCc3ccccc3C2)C1 (configuration not stated)	-2	-5	-5	0.3	·	2	0.5	·
C[C@@H]1CN([C@H](C)CO)C(=O)c2cccc(NC(=O)C3CC3)c2O[C@@H]1CN(C)C(=O)NC1CCCCC1	14	-9	4	-0.4	-9	-1	0.2	-3
C/C(=N\NC(=O)c1ccc(N(C)C)cc1)c1ccc(C)cc1C	19	·	-6	0.0	-1	·	-0.4	3
O=C(COc1ccc(Cl)cc1Cl)Nc1ccc(CN2CCCCC2)cc1	-4	10	-37	0.0	-2	-8	1.0	-1
COc1ccc(CCC(=O)NC(C)c2ccccc2)cc1OC (configuration not stated)	7	6	-8	0.1	-32	2	-1.1	-7
CSc1ccccc1OCc1cc(C(=O)N2CCN(c3ccccc3)CC2C)no1 (configuration not stated)	-6	-1	-30	0.0	-5	54*	-1.2	-2
O=C(NC(=S)NC1CCS(=O)(=O)C1)c1cccs1 (configuration not stated)	-4	·	7	0.4	-4	·	·	0
C=C1CCN([C@@H](CC(C)C)C(=O)NCc2ccc(Cl)c(Cl)c2)S(=O)(=O)c2ccccc21	-18	-2	-13	0.0	-7	-5	4.9	9
Cc1c(NC(=O)NCc2ccccc2)c(=O)n(-c2ccccc2)n1C	17	1	·	·	-3	-3	·	·
O=C(Nc1ccc(F)cc1)C(c1cccc(F)c1)N1CCN(c2cccc(C(F)(F)F)n2)CC1 (configuration not stated)	-15	·	-18	0.0	·	·	2.3	·
CC(C)c1ccc2c(c1)c(SC(C)(C)C)c(CC(C)(C)C(=O)O)n2Cc1ccc(Cl)cc1	·	-9	4	0.1	3	-4	-7.5	-3
CCOc1ccc(/C=N/NC(=O)c2nnn(-c3nonc3N)c2-c2cccs2)cc1	10	-3	-16	0.1	-1	2	-3.8	2
Cc1ccc2nc(Nc3ccccc3)c(/C=N/O)c(=O)n2c1	1	15	·	·	17	1	·	·
COc1cccc(OC)c1C(=O)NNC(=O)c1cccnc1	10	-10	4	0.1	-4	·	0.3	1
C[C@@H]1CN([C@@H](C)CO)C(=O)c2cc(NC(=O)c3ccccc3)ccc2O[C@@H](C)CCCCO[C@H]1CN(C)C(=O)Nc1cccc2ccccc12	16	-1	-17	0.0	4	-20	2.0	2
CC1=CC(C)(C)NC(=S)N1c1ccc(Cl)cc1	-13	-6	-7	0.1	-14	-10	3.1	-2
O=C(O)c1ccc(CSc2nnc(-c3ccco3)o2)cc1	15	0	-9	0.2	-3	-9	-2.0	-14
CCN(CC)C(=O)Cn1cc(C(=O)C(=O)NCc2cccs2)c2ccccc21	8	·	-27	0.3	-2	·	-0.8	4
c1cn(CC2(Cn3ccnc3)COC2)cn1	-1	-7	·	·	4	-5	·	·
CSc1ccc(S(=O)(=O)N(C)Cc2ccccc2)cc1	1	·	-4	0.2	-2	·	1.3	13
CCCCCC(=O)Nc1c(-c2ccc(OC)cc2)c(=O)c2ccccc2n1C	-1	-6	4	·	-14	7	-0.3	4
O=C(/C=C/c1ccccc1)Nc1cccc(C(=O)N2CCCC2)c1	5	11	-13	·	-1	21	7.6	-4
CNC[C@@H]1OCCCC[C@@H](C)Oc2ccc(NC(=O)CCC(F)(F)F)cc2C(=O)N([C@@H](C)CO)C[C@H]1C	13	-1	-143	-0.9	-6	-6	-2.2	-1
CO[C@@H]1CN(C)C(=O)c2cc(NC(=O)C3CCOCC3)ccc2OC[C@@H](C)N(Cc2ccc(F)cc2)C[C@H]1C	-13	-8	2	0.0	-1	-2	1.0	-3
CN(C)C(=O)N1CCN(C(=O)[C@H]2O[C@@H](n3ccc(N)nc3=O)[C@H](O)[C@@H]2O)CC1	14	·	0	0.4	·	·	-0.5	2
C[C@H]1CN([C@@H](C)CO)C(=O)CCCn2cc(nn2)CO[C@H]1CN(C)S(=O)(=O)c1ccc(Oc2ccccc2)cc1	14	-10	4	-0.1	0	6	0.2	1
C[C@@H]1CN([C@H](C)CO)S(=O)(=O)c2ccc(C#C[C@@H](C)O)cc2O[C@@H]1CN(C)CC1CCOCC1	22	-4	4	0.4	-6	10	0.9	-4

Continuation:
SMILES	INS-1E GSIS act	RAD54 branch	RAD52 anneal inh	XiGFP reactiv	ARNT-TACC3 inh	esBAF inh	F508del corr	ERAP1 HTS inh
CCc1ccc(S(=O)(=O)Nc2nnc(N)s2)cc1	-5	-9	-8	0.2	-1	2	-0.7	0
CC1(C(=O)NS(=O)(=O)Cc2cccc(Cl)c2)CCN1C(=O)Cc1cccs1 (configuration not stated)	4	6	-10	0.2	·	-9	3.0	5
CC(=O)N/N=C\c1cccc(OC/C=C/c2ccccc2)c1	9	14	-3	0.2	-4	38	-3.2	4
CCc1cccc(C)c1NC(=O)CSc1nnc(Cc2csc(C)n2)o1	5	0	-6	-0.1	-3	-7	0.1	1
COc1ccc(OCc2nc3ccc(S(=O)(=O)Nc4ccccc4Cl)cc3[nH]2)cc1	-31	·	-13	0.0	14	·	-1.1	0
Fc1ccc(Nc2cccc3nccnc23)cc1	48	2	·	-0.1	-4	·	·	·
Cc1cccc(CN(C)C[C@H]2OCc3cnnn3CCCC(=O)N([C@@H](C)CO)C[C@H]2C)c1	-2	·	·	0.6	·	0	-2.2	·
CNC[C@H]1Oc2ccc(NC(=O)Cc3ccccc3)cc2C(=O)N([C@H](C)CO)C[C@H]1C	1	4	-3	-1.3	15	-5	2.9	3
